CRFR2-BP ag: agonists of human CRF-binding protein/CRF-R2 receptor complex; hit rate 0.46% among 350,000; HEK293 CRF-R2/CRF-BP, calcium dye fluorescence (FLIPR); percent of saturating CRF peptide response; AID 588473; activation, % at 13.2 µM;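 active means activation of at least 50%, plus an integration ratio under a set limit after plate pattern correction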;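 further: plate controls were neutral control wells without compound for no effect and CRF at EC100 for full effect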
GalR3 antag: human GalR3 antagonism. O60755. hit rate 0.44% among 360,000. HEK293 GalR3-CNG cAMP membrane potential fluorescence; galR3 body fused to GalR1 C-terminus. inhibition, % at 3 µM. AID 651719;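 active means inhibition above the screen-wide average plus 3 SD, cut at about 13% in these data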;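 further: forskolin and galanin both at EC90 stimulate the cells; cAMP rise reported by CNG channel membrane potential dye signal; 0% = forskolin plus galanin with DMSO and 100% = forskolin alone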
CRFBP-R2 block: blocks CRF-induced signaling of the CRF-BP/CRF-R2 complex. HEK293 CRF-R2/CRF-BP, CRF-induced calcium fluorescence. hit rate 0.59% among 350,000. inhibition, % at 11.8 µM;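 active means inhibition of the ligand-induced calcium signal above about 50% at the single tested concentration, limit read from the data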
UBC9 SUMO inh: SUMOylation inhibition; P63279; HTRF SUMOylation assay, SAE1/SAE2 + UBC9, in vitro; inhibition, % at 35 µM; hit rate 0.36% among 290,000; AID 2006; in the data active means inhibition above about 50%, passing the limit was not always enough; further: strong numbers were not always called active
Target sequence (P63279 whole entry, looked up): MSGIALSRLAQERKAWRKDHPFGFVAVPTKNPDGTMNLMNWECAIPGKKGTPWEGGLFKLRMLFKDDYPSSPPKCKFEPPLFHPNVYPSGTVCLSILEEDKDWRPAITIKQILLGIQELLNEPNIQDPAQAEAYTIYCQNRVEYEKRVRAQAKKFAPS
MEKK3 PB1 HTS: MEKK3-MEK5 PB1 interaction, increase or decrease; Q99759; bead-based flow cytometry, Alexa488-MEK5 binding to MEKK3; actives lie on both sides; 0 = blocked by unlabeled MEK5, 100 = vehicle; binding response (% of control), % at 10 µM; hit rate 1.4% among 290,000; AID 1529;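 active means binding response more than 3 SD above or below the average of its plate-row segment, actives on both sides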;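 further: Alexa488 bead fluorescence after subtracting the streptavidin-only scavenger bead signal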
Target sequence (Q99759 whole entry, looked up): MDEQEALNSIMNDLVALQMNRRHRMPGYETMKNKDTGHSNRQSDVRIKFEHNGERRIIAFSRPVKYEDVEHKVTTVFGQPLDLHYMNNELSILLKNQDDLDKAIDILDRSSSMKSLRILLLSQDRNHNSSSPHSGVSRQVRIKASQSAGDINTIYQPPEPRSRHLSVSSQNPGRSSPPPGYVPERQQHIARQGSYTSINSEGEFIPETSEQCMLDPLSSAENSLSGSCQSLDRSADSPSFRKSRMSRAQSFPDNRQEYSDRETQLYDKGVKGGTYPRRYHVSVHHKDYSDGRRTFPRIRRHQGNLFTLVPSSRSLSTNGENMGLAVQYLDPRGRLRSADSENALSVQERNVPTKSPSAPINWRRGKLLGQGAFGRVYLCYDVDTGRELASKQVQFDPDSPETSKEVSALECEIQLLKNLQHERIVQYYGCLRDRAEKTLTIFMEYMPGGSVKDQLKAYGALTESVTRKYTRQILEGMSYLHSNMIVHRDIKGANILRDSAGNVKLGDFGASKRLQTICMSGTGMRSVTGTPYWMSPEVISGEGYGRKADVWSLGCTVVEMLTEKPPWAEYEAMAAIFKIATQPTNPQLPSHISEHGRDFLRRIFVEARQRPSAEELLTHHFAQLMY
MEKK2 WT-MEK5: raises or lowers MEK5 binding to wildtype human MEKK2 PB1 domain. bead flow cytometry, Alexa488-MEK5 binding to MEKK2 WT; actives lie on both sides. binding response (% of control), % at 10 µM. hit rate 1.1% among 290,000. AID 1531; in the data active means binding response below about 67% or above about 130%
HCV NS3 hel inh: inhibitors of Hepatitis C virus NS3 helicase; NS3 helicase DNA unwinding, Cy5 molecular beacon fluorescence; inhibition, % at 10.9 µM; hit rate 0.56% among 290,000;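 active means inhibition above the mean of all tested compounds plus 3 SD, set per campaign, cut at about 35% in these data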;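 further: 0% = DMSO wells and 100% = thioflavine S control wells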
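assay system = NS3 helicase fragment of HCV | buffer or medium = MOPS pH 6.5, MgCl2, DTT, Tween20, BSA | timing = 60 min unwinding reaction at 25 °C after ATP addition | signal = Cy5 beacon fluorescence read at start and 1 h | read-out basis = % inhibition of unwinding | control set = low DMSO, high thioflavine S at 110 µM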
MEKK2mut PB1 HTS: signal of MEK5 binding to mutant human MEKK2 PB1 domain. percent response, % at 10 µM. bead flow cytometry, Alexa488-MEK5 binding to MEKK2 mutant. hit rate 0.35% among 290,000. AID 1530; in the data active means percent response above about 24%, passing the limit was not always enough; further: inactives centre near 1; some results filed as inactive read as strong as hits
DNA FID counter: displaces DNA intercalator in HCV helicase counter-screen; DNA fluorescent intercalator displacement, fluorescence; inhibition, % at 7.9 µM; hit rate 0.17% among 290,000; AID 1845; in the data active means inhibition above about 37%;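 further: 0% = vehicle and 100% = reference compound; higher means more ethidium bromide displaced from hairpin DNA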
Numbers without * were called inactive; nt = not tested or not shown. The list is partial; count on the stated rates, not on these rows.

SMILES | CRFR2-BP ag | GalR3 antag | CRFBP-R2 block | UBC9 SUMO inh | MEKK3 PB1 HTS | MEKK2 WT-MEK5 | HCV NS3 hel inh | MEKK2mut PB1 HTS | DNA FID counter
CCn1c(=S)sc2nc(C)sc21 | 0.7 | 5 | 7 | nt | 87 | 90 | -3 | -4 | 0
COc1ccc(CCNC(=O)/C(=C/c2cccnc2)NC(=O)c2ccccc2)cc1 | 0.8 | -2 | 5 | 15 | 128* | 101 | 6 | -1 | -9
CCCc1cc(=O)[nH]c(SCc2ccc(Cl)cc2)n1 | -2.2 | -3 | 4 | 1 | 92 | 93 | -1 | -7 | -8
Cc1cc(C)c(-c2cc(NC(=O)CSc3nncn3C)n(-c3ccccc3)n2)cc1C | 3.4 | -4 | -26 | 2 | 87 | 93 | -7 | -9 | -23
COc1ccc(Nc2nc(N)c3ccccc3n2)c(OC)c1 | 0.3 | -10 | -2 | -1 | 104 | 104 | 15 | 7 | 6
O=S(=O)(Nc1ccccc1Cl)c1ccc(F)cc1 | -1.0 | -6 | -3 | 16 | 99 | 100 | -2 | 1 | -2
Cc1[nH]c2ccccc2c(=O)c1SC(F)(F)C(F)C(F)(F)F (centres undefined) | -2.1 | -7 | 39 | 10 | 104 | 99 | -3 | 3 | 0
CCOC(=O)CN1CC23C=CC(O2)C(C(=O)Nc2ccc(OCC)cc2)C3C1=O (centres undefined) | -0.3 | 0 | 2 | 8 | 101 | 107 | -3 | 8 | -4
CCC(=O)NCCCCNC(=O)CC | -2.9 | -5 | 34 | 8 | 99 | 94 | -12 | 0 | -3
CC(=O)C1C(=O)c2c(cccc2[N+](=O)[O-])C1=Nc1ccccc1C (centres undefined) | nt | 1 | nt | 8 | nt | nt | -6 | nt | 2
Cc1ccc(N2CCN(/N=C/c3cccs3)CC2)cc1 | 0.7 | -5 | -8 | 8 | 103 | 104 | 7 | 2 | 1
COc1ccc(-c2c(C)sc(NC(=O)c3ccnn3C)c2C#N)cc1 | -0.9 | -1 | -5 | 10 | 97 | 98 | 11 | -2 | -2
CCOC(=O)CN(C(=O)c1snc(C(N)=O)c1N)C(C(=O)NCCC(C)C)c1ccc(F)cc1 (centres undefined) | 0.6 | -6 | -2 | -5 | 105 | 104 | 10 | 3 | -29
O=C(Cc1ccc(Cl)cc1Cl)Nc1ccc(OC(F)F)c(Cl)c1 | -1.0 | -7 | 1 | -18 | 102 | 112 | -1 | 0 | 4
CC(=O)NC(CC(=O)Nc1nc(-c2ccccc2)c(C(C)=O)s1)c1ccccc1 (centres undefined) | -0.3 | -8 | 10 | 11 | 100 | 98 | -3 | -3 | -17
CNCCCCOc1ccccc1-c1ccccc1 | 1.6 | -12 | -52 | 7 | 76 | 103 | -21 | 2 | 17
C=CCc1cc(/C=C2/NC(=O)N(CC(=O)OC)C2=O)cc(OC)c1O | -4.9 | -3 | -10 | -7 | 102 | 107 | -3 | -1 | 4
CN(C)/C=C/C(=O)c1cnc(-c2ccccc2)s1 | -0.3 | 4 | 25 | 7 | 117 | 112 | 2 | -1 | 7
CCOc1ccc(C2CC(c3ccccc3C)n3nc(N)nc3N2)cc1 (centres undefined) | 1.0 | -1 | 5 | -8 | 90 | 91 | -1 | -2 | -15
Cc1ccc(-c2c[n+](CC(=O)Nc3ccccc3)c3n2CCC3)cc1 | -0.7 | 0 | 1 | 20 | 98 | 100 | -10 | -3 | 13
CCC(=O)Nc1sc2c(c1C(N)=O)CCC2 | -1.1 | -1 | -7 | 13 | 101 | 100 | -3 | -1 | 3
CC(=O)Nc1ccc(NC(=O)C(C)OC(=O)CCN=C2NS(=O)(=O)c3ccccc32)cc1 (centres undefined) | -0.9 | 2 | 3 | 10 | 99 | 104 | 10 | 8 | -6
Brc1ccc(CN2CCN(Cc3c[nH]c4ccccc34)CC2)cc1 | 5.1 | -12 | -37 | -6 | 107 | 128 | -69 | 20 | 17
CCCNC(=O)CCc1nnc2ccc(N3CCC(C)CC3)nn12 | -1.1 | -7 | 2 | -13 | 100 | 100 | 1 | 0 | -28
Cc1ccc(NC(=O)c2csnn2)c(C)c1 | -1.4 | -1 | 7 | -19 | 65 | 106 | 6 | 5 | 5

A section from further up, for reference:
SMILES | CRFR2-BP ag | GalR3 antag | CRFBP-R2 block | UBC9 SUMO inh | MEKK3 PB1 HTS | MEKK2 WT-MEK5 | HCV NS3 hel inh | MEKK2mut PB1 HTS | DNA FID counter
CCn1c(=S)sc2nc(C)sc21 | 0.7 | 5 | 7 | nt | 87 | 90 | -3 | -4 | 0
COc1ccc(CCNC(=O)/C(=C/c2cccnc2)NC(=O)c2ccccc2)cc1 | 0.8 | -2 | 5 | 15 | 128* | 101 | 6 | -1 | -9
CCCc1cc(=O)[nH]c(SCc2ccc(Cl)cc2)n1 | -2.2 | -3 | 4 | 1 | 92 | 93 | -1 | -7 | -8
Cc1cc(C)c(-c2cc(NC(=O)CSc3nncn3C)n(-c3ccccc3)n2)cc1C | 3.4 | -4 | -26 | 2 | 87 | 93 | -7 | -9 | -23
COc1ccc(Nc2nc(N)c3ccccc3n2)c(OC)c1 | 0.3 | -10 | -2 | -1 | 104 | 104 | 15 | 7 | 6
O=S(=O)(Nc1ccccc1Cl)c1ccc(F)cc1 | -1.0 | -6 | -3 | 16 | 99 | 100 | -2 | 1 | -2
Cc1[nH]c2ccccc2c(=O)c1SC(F)(F)C(F)C(F)(F)F (centres undefined) | -2.1 | -7 | 39 | 10 | 104 | 99 | -3 | 3 | 0

One compound at a time (already shown). Screens in order: CRFR2-BP ag	GalR3 antag	CRFBP-R2 block	UBC9 SUMO inh	MEKK3 PB1 HTS	MEKK2 WT-MEK5	HCV NS3 hel inh	MEKK2mut PB1 HTS	DNA FID counter
Cc1[nH]c2ccccc2c(=O)c1SC(F)(F)C(F)C(F)(F)F (centres undefined) as listed: -2.1	-7	39	10	104	99	-3	3	0
COc1ccc(Nc2nc(N)c3ccccc3n2)c(OC)c1 as listed: 0.3	-10	-2	-1	104	104	15	7	6
Cc1ccc(-c2c[n+](CC(=O)Nc3ccccc3)c3n2CCC3)cc1 as listed: -0.7	0	1	20	98	100	-10	-3	13

Carrying on:
SMILES | CRFR2-BP ag | GalR3 antag | CRFBP-R2 block | UBC9 SUMO inh | MEKK3 PB1 HTS | MEKK2 WT-MEK5 | HCV NS3 hel inh | MEKK2mut PB1 HTS | DNA FID counter
Oc1cc2c(cc1CN1CCN(c3cccc(C(F)(F)F)c3)CC1)CCC2 | -0.3 | 0 | -12 | -31 | 109 | 121 | -4 | 9 | 0
Cc1ccc(C)c(S(=O)(=O)NCCCc2ccccc2)c1 | 5.0 | -7 | 9 | 10 | 101 | 98 | -2 | -1 | -26
Clc1ccc(C(c2nnnn2C2CCCC2)N2CCN(c3nc4ccccc4s3)CC2)cc1 (centres undefined) | 0.0 | 0 | 21 | nt | 105 | 101 | -3 | -2 | 3
COc1ccc(S(=O)(=O)NC2CCSc3ccccc32)cc1NC(C)=O (centres undefined) | -0.1 | -9 | -1 | 11 | 104 | 109 | -1 | 8 | -21
C=C(C)CSC1=C(C#N)C(c2ccccc2)CC(=O)N1 (centres undefined) | -0.5 | -4 | -5 | nt | 105 | 101 | -6 | 3 | -6
CCCCCCn1c(CN2CCCCC2C)nc2c1c(=O)n(C)c(=O)n2C (centres undefined) | -6.8 | -5 | -26 | 3 | 68 | 83 | 2 | 3 | -10
O=C(CN(C(=O)CNS(=O)(=O)c1ccccc1)c1ccc(Cl)cc1)NCC1CCCO1 (centres undefined) | -0.5 | -9 | -8 | 4 | 101 | 98 | -1 | -1 | -32
COC(=O)C(CCSC)NC(=O)/C=C/c1ccc(OC)cc1 (centres undefined) | -0.1 | -3 | 0 | 0 | 115 | 111 | 5 | 2 | -8
Cc1ccn2cc(CCNS(=O)(=O)c3ccc4c(c3)OCCO4)nc2c1 | 0.0 | nt | 12 | 2 | 105 | 112 | 1 | 8 | -2
COc1cccc(C2=CC(=O)CCC2)c1OC | -2.5 | -2 | 7 | nt | 90 | 92 | nt | -3 | nt
O=C(Cc1ccccc1)NN1C(=O)c2ccccc2C1=O | -1.3 | -2 | 10 | 0 | 98 | 92 | 18 | -12 | 5
CC1NC2(C(=O)N(Cc3ccccc3)c3ccccc32)C2C(=O)N(c3ccccc3)C(=O)C12 (centres undefined) | -0.2 | 1 | -11 | 4 | 94 | 96 | -8 | 0 | -15
CCC(C)CCN1C(Nc2ccccc2)=NC[C@@H]1Cc1ccccc1 (some centres undefined) | -1.8 | -8 | 0 | 5 | 99 | 112 | -21 | 8 | 7
Cc1cc(NC(=O)c2cc(-c3ccccc3)on2)no1 | -0.9 | 0 | -10 | 16 | 101 | 98 | 7 | 0 | -5
O=C(NCCCO)/C(=C/c1ccco1)NC(=O)c1ccc(Br)o1 | -1.0 | -3 | 3 | 7 | 99 | 100 | -6 | 2 | -11
CCOC(=O)N1CCN(C(=O)c2ccc(-n3c(=S)[nH]c4ccccc4c3=O)cc2)CC1 | -1.1 | -2 | -1 | 30 | 109 | 111 | 5 | 4 | -20
CCOc1ccccc1NC(=O)Cn1c(=O)c(OCC)nc2cnccc21 | -1.5 | nt | -1 | -7 | 103 | 103 | -7 | 3 | -9
Cn1cc(S(=O)(=O)Oc2ccccc2)c(=O)n(C)c1=O | 6.2 | -4 | 2 | 7 | 100 | 100 | 21 | 7 | 3
CCN(CC)C(=O)COc1ccc(/C(C)=N/NC(=O)c2ccccc2O)cc1 | -0.5 | -4 | -6 | 18 | 106 | 105 | 9 | 1 | -1
CCOc1ccc(N=Nc2c(=O)[nH]n3c(C)cc(C)nc23)cc1 | -1.0 | 0 | 21 | -3 | 118 | 105 | -5 | 1 | -2
C=CCOc1ccc(-c2nc3c(c(=O)[nH]c(=O)n3CCCC)n2C)cc1Br | -0.8 | -6 | -10 | 2 | 102 | 95 | -3 | 4 | -20
COc1ccc(OC)c2[nH]c(=O)c(CCNC(=O)C(=O)c3c[nH]c4ccccc34)cc12 | -0.8 | -7 | -11 | -2 | 108 | 104 | -5 | -2 | -3
Cc1nnc(SCc2ccccc2F)n1NCc1cccs1 | -0.9 | -7 | -8 | 8 | 105 | 105 | -13 | 9 | -13
CC(CNS(=O)(=O)c1ccc2c(c1)CC(=O)N2C)c1ccccc1 (centres undefined) | 0.2 | 0 | -6 | 10 | 100 | 100 | -5 | -4 | -29
Cc1ccc(OCCCN2C(=O)C(=O)c3cc(C)ccc32)cc1 | -7.6 | 3 | -18 | -9 | 103 | 95 | -6 | 0 | -1
Cc1ccc(C)c(NC(=O)CS(=O)(=O)c2cccc3nsnc23)c1 | -1.6 | -8 | 3 | 6 | 98 | 93 | -6 | -2 | -2
Cc1cccc(Cc2nnc(CCC(=O)NCc3cnc4ccccn34)o2)c1 | 0.9 | 5 | -8 | 3 | 104 | 105 | 11 | 7 | -4
COc1ccc(C(=O)N/N=C/c2ccccn2)cc1OC | 6.8 | 2 | 0 | 7 | 96 | 94 | -8 | -1 | -4
